EPAC2 ag: EPAC2 (human) agonism. EPAC2 activation, biochemical qHTS; response scale: 100% = 6.5 mM cAMP response. Potency, µM (titrated, usually from 154 µM), inactives show at the highest dose activation, usual class: activators. 360,000 compounds, 0.079% hits. AID 720711; note: potency is the fitted concentration of half-maximal effect; nearly all actives have a fitted effect of over 50% in size
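Each well held 100 nM EPAC2, 250 nM RAP1B-BODIPY-GDP and 50 uM GDP. Fluorescence, read at 5-min intervals to 30 min, was referenced to a 6.5 mM cAMP positive control.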
PI5P4Ka inh: inhibitors of human PI5P4K alpha. 330,000 compounds, 1.2% hits. P48426. max response, %. AID 652105. PI5P4Kalpha enzyme, ADP-Glo luminescence, 60 min; active compounds read low; active = max response of -50% or lower; inconclusive = between -30% and -50%; inactive = -30% or higher; note: value at the top dose of about 77 µM; % is set by controls: 0 for no effect and ±100 for the full control effect
Target sequence (P48426 whole entry, looked up): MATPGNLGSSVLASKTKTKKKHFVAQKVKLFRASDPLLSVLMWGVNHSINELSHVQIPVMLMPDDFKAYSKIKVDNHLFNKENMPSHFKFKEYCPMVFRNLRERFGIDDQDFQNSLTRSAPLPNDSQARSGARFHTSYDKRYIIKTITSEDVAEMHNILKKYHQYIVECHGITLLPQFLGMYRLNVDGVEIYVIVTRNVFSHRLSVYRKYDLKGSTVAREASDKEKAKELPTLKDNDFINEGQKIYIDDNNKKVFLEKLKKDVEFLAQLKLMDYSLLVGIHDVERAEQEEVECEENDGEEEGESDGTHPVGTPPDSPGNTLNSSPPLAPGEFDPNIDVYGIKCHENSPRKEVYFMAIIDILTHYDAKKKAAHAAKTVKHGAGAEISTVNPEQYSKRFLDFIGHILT
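Reactions run in 0.038 M HEPES pH 7.4, 0.28 mM EGTA, 0.1% CHAPS and 5% DMSO, with PI5P4Kalpha, substrate, compound and 5 microM ATP final, one hour at room temperature. Readout is ADP-Glo luminescence.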
EPAC1 antagonist: antagonists of human EPAC1 | 360,000 compounds, 0.14% hits | EPAC1 GEF assay, Rap1b-BODIPY-GDP exchange fluorescence | Potency, µM (top dose mostly 115 µM), without a hit: at the top dose activity change, negative = inhibition, hits mostly inhibitors | O95398 | AID 720709;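 note: potency is the fitted concentration of half-maximal effect; plate controls were vehicle for no effect and positive control for full effect; nearly all actives have a fitted effect of over 50% in size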
EPAC1 ag: agonists of human EPAC1 | Potency, µM (highest dose often 154 µM), inactives show top-dose activation, most hits filed as activators | EPAC1 agonist qHTS, biochemical assay; response scale: 100% = response to 6.5 mM cAMP | 360,000 compounds, 0.073% hits | O95398; note: potency is the fitted concentration of half-maximal effect; nearly all actives have a fitted effect of over 60% in size
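Compounds were pinned as a concentration titration into mixtures of EPAC1 (100 nM), BODIPY-GDP-loaded Rap1B (250 nM) and GDP (50 uM). After 5 min at room temperature, fluorescence was followed for 30 min; activity was scaled to 6.5 mM cAMP.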
PLK1 PBD inh: inhibitors of human PLK1 polo-box domain binding | P53350 | Plk1 PBD binding of FITC phosphopeptide, fluorescence polarization | Potency, µM, for inactives: max response, negative = inhibition, usual class: inhibitors | 360,000 compounds, 2.8% hits | AID 720504; note: potency is the fitted concentration of half-maximal effect; series mostly up to about 57 µM; % is set by controls: 0 for no effect and ±100 for the full control effect; nearly all actives have a fitted effect of over 65% in size
Target sequence (P53350 whole entry, looked up, the tested form may be a part): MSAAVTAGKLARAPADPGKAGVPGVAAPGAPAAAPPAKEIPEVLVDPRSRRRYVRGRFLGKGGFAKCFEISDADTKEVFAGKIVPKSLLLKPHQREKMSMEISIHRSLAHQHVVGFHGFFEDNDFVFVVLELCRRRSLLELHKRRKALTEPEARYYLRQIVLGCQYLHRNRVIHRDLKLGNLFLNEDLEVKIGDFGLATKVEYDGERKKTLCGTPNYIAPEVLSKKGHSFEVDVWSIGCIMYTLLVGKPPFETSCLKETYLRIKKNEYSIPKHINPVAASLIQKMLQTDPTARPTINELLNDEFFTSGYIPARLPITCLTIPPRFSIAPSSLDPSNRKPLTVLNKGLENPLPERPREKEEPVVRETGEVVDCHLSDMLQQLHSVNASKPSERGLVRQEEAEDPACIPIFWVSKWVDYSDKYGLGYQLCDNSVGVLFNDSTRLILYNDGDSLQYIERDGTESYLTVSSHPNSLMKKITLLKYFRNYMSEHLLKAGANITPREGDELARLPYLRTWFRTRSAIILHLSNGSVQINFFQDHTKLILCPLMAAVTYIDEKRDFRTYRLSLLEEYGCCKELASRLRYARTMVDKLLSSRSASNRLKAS
IL2 activator: IL-2 activation | IL-2 activation reporter assay, cell-based qHTS; stimulated with anti-CD3/CD4/CD28 beads; in transgenic mouse T cells | activation, % (series mostly up to about 46 µM) | 360,000 compounds, 0.065% hits | AID 652025; in the data active = activation above about 50%; inconclusive = mostly about 30% to 49%; note: 0% is about no effect
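Unstimulated transgenic mouse T cells preincubated 60 min with compound, then stimulated with anti-CD3/anti-CD4-coated beads plus anti-CD28 for 18 h at 37 degrees C. IL-2 response read as EGFP and DsRed fluorescence by plate cytometry.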
WRN inhibitor: WRN helicase (human) inhibition; WRN helicase unwinding, fluorescent forked duplex, kinetic; Potency, µM (series often up to 114 µM), without a hit: top-dose activity change, negative = inhibition, hits mostly inhibitors; 360,000 compounds, 0.46% hits; AID 651768; note: potency is the fitted concentration of half-maximal effect; % is set by controls: 0 for no effect and ±100 for the full control effect; nearly all actives have a fitted effect of over 55% in size
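Screening of the MLSMR collection measured strand separation of a quenched forked DNA duplex (100 nM) by 20 nM WRN with 2 mM ATP, all final. Compounds were preincubated with enzyme 15 min at room temperature.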
CCT chaperon mod: modulators of cytosolic chaperonin (CCT/TRiC) activity; AID 651819; activity change, % (concentration not given with the values), hits read low; purified chaperonin ATPase assay, HTRF ADP detection, 30 min; 360,000 compounds, 0.3% hits; in the data active = activity change below about -30%; note: % is set by controls: 0 for no effect and ±100 for the full control effect
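Enzyme 40 or 20 nM (batch-dependent) in Tris pH 7.4/KCl/MgCl2/DTT; cpd 76 uM single point; ATP 10 uM; 30 min 37 °C; Transcreener ADP HTRF detection, 30 min RT; ratio 665/615.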
* marks the source's active call; other numbers are inactive results; ? = inconclusive; . = no result given; & = joins results of further samples; [ ] = another dose, or the depositor's remark. Unless noted, calls come from the whole dose curve; as a rule, active = well fitted curve in the direction sought with a large enough effect; inconclusive = small, poorly fitted or top-dose-only effect, or another doubt; inactive = no such curve, though single readings can be large; an effect the other way counts as inactive or inconclusive. This is a subset; rates above refer to the full screens.

SMILES	EPAC2 ag	PI5P4Ka inh	EPAC1 antagonist	EPAC1 ag	PLK1 PBD inh	IL2 activator	WRN inhibitor	CCT chaperon mod
COc1ccc([C@H]2CN(c3ccccc3)C(=O)[C@@H]2CC(=O)Nc2ccccc2)cc1	6%	-1	-20%	6%	-12%	-0.8	-6%	1.1
O=Cc1c(NC2CCCCC2)c2ccccc2[nH]c1=O	5%	5	6%	-1%	-2%	1.9	-7%	0.0
COc1ccc(OC)c(S(=O)(=O)N2CCCC2C(=O)NC(C)c2ccccc2)c1 (stereo not drawn)	3%	3	7%	10%	0%	0.2	-5%	-1.6
COCCNC(=S)NCc1cccs1	8%	4	-4%	3%	-4%	-2.2	-5%	-0.7
CCc1nc2nc(C)c(NS(=O)(=O)c3ccc(Cl)s3)c(=O)n2[nH]1	2%	10	4%	14%	-1%	-0.9	-5%[57.1 µM]	0.8
O=C(Nc1nncs1)C1c2ccccc2Oc2ccccc21	9%	.	-4%	-2%	-1%	-0.7	-11%	-4.3
COC(=O)c1ccc(/C=N/NS(=O)(=O)c2cc(C)ccc2C)cc1	-3%	-4	-4%	-2%	-24%	-1.8	5%	-7.5
COc1ccc(C(=O)N/N=C/c2ccccc2C(=O)O)cc1OC	4%	-5	-2%	-16%	1%	0.2	0%	1.0
COc1ccc(CN2CCC(N(CCc3ccccc3)Cc3ccccc3)CC2)c(OC)c1	13%	-8	-3%	11%	-6%	-0.7	-22%	-0.3
CN1CCN(C(=O)CSc2nc(-c3cccs3)ccc2C#N)CC1	6%	?	-5%	3%	0%	-3.6	?	-4.1
CCS(=O)(=O)c1ccc2c(c1)NC(=O)C(CCCl)O2 (stereo not drawn)	8%	-15	10%	-4%	-10%	-2.9	-6%	-2.5
CCCCNS(=O)(=O)c1ccc2nc(SCC(=O)Nc3cccc(F)c3)[nH]c2c1	1%	-6	10%	13%	-15%	2.7	-16%	-0.9

Overlap with the part before: 2 compounds, then new ones.
SMILES	EPAC2 ag	PI5P4Ka inh	EPAC1 antagonist	EPAC1 ag	PLK1 PBD inh	IL2 activator	WRN inhibitor	CCT chaperon mod
CCS(=O)(=O)c1ccc2c(c1)NC(=O)C(CCCl)O2 (stereo not drawn)	8%	-15	10%	-4%	-10%	-2.9	-6%	-2.5
CCCCNS(=O)(=O)c1ccc2nc(SCC(=O)Nc3cccc(F)c3)[nH]c2c1	1%	-6	10%	13%	-15%	2.7	-16%	-0.9
Cc1ccccc1NC(=O)C1C2CCC(O2)C1C(=O)O (stereo not drawn)	1%	-4	6%	-5%	2%	0.8	6%	2.1
COc1ccc(/C=N/n2cnnc2SCc2ccccc2)cc1	-5%	-3	-20%	-7%	-6%	0.6	-10%	1.4
Cc1ccc(S(=O)(=O)Nc2cccc(NC(=O)CN3CCCCC3)c2)cc1	-6%	1	-33%	1%	-21%	0.0	-5%	-3.4
CCc1ccc(-c2cc(C(=O)O)c3ccccc3n2)s1	0%	-3	1%	-3%	-22%	1.5	0%	-2.3
CCOC(=O)CCNC(C)C1COc2ccccc2O1 (stereo not drawn)	5%	-23	16%	6%	30µM*	-1.9	-5%	-1.8
COC(=O)c1ccc(NS(=O)(=O)c2cc3c4c(c2)C(C)C(=O)N4CCC3)cc1 (stereo not drawn)	-2%	3	9%	15%	-3%	-2.1	-6%	0.8
Cc1ccc(N2CCN(CC(O)COC3CCCCC3)CC2)cc1 (stereo not drawn)	-2%	12	-6%	0%	-5%	-2.4	4%	-2.2
CCOCCCNCc1ccc(OCc2ccc(F)cc2)c(OC)c1	-9%	24	0%	-10%	8%	0.7	-12%	2.4
Cc1cc(C)c(S(=O)(=O)Cc2ccc(Cl)cc2)c(=O)[nH]1	10%	9	-19%	4%	-16%	-0.1	-3%	0.3
O=C(N/N=C/c1cccnc1)c1ccc(NC(=O)c2ccc(Cl)cc2)cc1	3%	-13	7%	-8%	-11%	0.7	-1%	2.8
Cc1ccc(-n2c(=O)[nH]c3c(C(N)=O)nc(C(C)C)nc32)cc1	0%	-1	10%	0%	?	0.2	3%	1.7
Cc1ccc(S(=O)(=O)N2CCN(C(=O)CN(Cc3ccco3)Cc3cccs3)CC2)cc1	12%	3	-13%	-14%	-10%	-4.3	6%	-1.0

Three of the entries above in order of the EPAC1 antagonist value, falling.
compound	EPAC1 antagonist
CCOC(=O)CCNC(C)C1COc2ccccc2O1 (stereo not drawn)	16%
Cc1ccc(N2CCN(CC(O)COC3CCCCC3)CC2)cc1 (stereo not drawn)	-6%
Cc1ccc(S(=O)(=O)Nc2cccc(NC(=O)CN3CCCCC3)c2)cc1	-33%

More compounds.
SMILES	EPAC2 ag	PI5P4Ka inh	EPAC1 antagonist	EPAC1 ag	PLK1 PBD inh	IL2 activator	WRN inhibitor	CCT chaperon mod
O=C(NNC(=O)c1cc(S(=O)(=O)N2CCOCC2)ccc1Cl)c1ccc(F)cc1	-5%	2	-6%	-18%	4%	-2.0	7%	1.0
COc1ccc(-n2nc(C(=O)NCC(=O)N3CCN(C)CC3)c3ccccc3c2=O)cc1OC	9%	.	-15%	0%	0%	4.4	3%	1.7
COC(=O)C[C@H]1C=C[C@@H](NC(=O)C2CC2)[C@@H](CO)O1	-5%	3	4%	-7%	-8%	-0.1	1%	.
Fc1ccc(-c2csc3ncnc(Nc4ccc(N5CCOCC5)cc4)c23)cc1	20%	.	-2%	16%	-11%	0.7	-8%	-3.2
CN(Cc1ccccc1)Cc1c(F)cccc1F	3%	.	4%	6%	-5%	-2.1	1%	-12
C=CCC1C=C(C)CC(CC=C)N1 (stereo not drawn)	0%	-5	-5%	-3%	0%	0.0	-7%	0.8
CC(NC(=O)COC(=O)c1cc(S(=O)(=O)N2CCOCC2)ccc1F)c1ccccc1 (stereo not drawn)	1%	4	-5%	10%	-1%	0.6	-30%	-0.2
NC(=S)NN=C1CCCCCCCCC1	1%	-12	0%	-4%	-10%	-2.0	-9%	0.2
CC(=O)NCCC(=O)Nc1nc(-c2cccs2)c(-c2cccs2)s1	-2%	3	-12%	-3%	-11%	-1.5	-8%	0.5
CC1(C2CC2)NC(=O)N(CC(=O)Nc2ccc(Cl)c([N+](=O)[O-])c2)C1=O (stereo not drawn)	4%	5	3%	-3%	1%	2.2	9%	2.3
O=C(C[C@@H]1C/C=C\CCCC(=O)OC[C@@H]2CCCN2C1=O)N[C@@H](CO)Cc1ccccc1	8%	-2	0%	2%	-2%	-0.2	9%	-4.1
C[C@H](CO)N1C[C@H](C)[C@@H](CN(C)S(=O)(=O)c2ccc(F)cc2)Oc2ccc(NS(=O)(=O)c3ccc(F)cc3)cc2C1=O	7%	-3	-9%	-1%	-10%	-0.5	-2%	0.0
CCCc1nc(SCC(=O)Nc2nnc(SCC)s2)c2c(=O)n(C)c(=O)n(C)c2n1	-5%	10	-24%	4%	0%	-1.2	1%	0.5
COCCCn1c(C)nnc1-c1cnn(-c2ccccc2)c1N	-8%	-2	7%	15%	-6%	0.9	5%	-0.4
COc1ccc(CCNC(=O)CN2C(=O)NC(C)(c3ccc([N+](=O)[O-])cc3)C2=O)cc1 (stereo not drawn)	4%	-8	-3%	7%	-3%	0.1	-5%	-1.3
Cc1nn2c(C)c(C(=O)Nc3ccccc3)cnc2c1-c1ccccc1	18%	2	-3%	13%	-4%	0.5	4%	-0.3
Cc1cccc(C)c1NC(=O)c1ccc([N+](=O)[O-])s1	22%	-7	-2%	-3%	-9%	-4.2	-16%	2.0
COc1ccc(NC(=O)CN(C)C(=O)C2CSC3(C)CCC(=O)N23)cc1 (stereo not drawn)	3%	2	-12%	2%	-2%	-0.1	-8%	1.4
COc1cc(Cl)c(C)cc1NC(=O)CN1C(=O)C2CC=CCC2C1=O (stereo not drawn)	3%	-1	0%	-5%	-14%	0.1	-7%	-0.7
COc1cc(/C=N/Nc2ncnc3sc4c(c23)CCC4)ccc1O	1%	-29	-9%	-2%	2%	-0.5	-25%	0.9
CCOC(=O)C(CC)/C(C)=N\NC(=O)c1cccc(C)c1 (stereo not drawn)	3%	2	-23%	17%	-10%	-0.2	2%	-1.8
Cc1ccc(NC(=O)C2CCCN(C(=O)NCc3ccccc3)C2)c(C)c1 (stereo not drawn)	4%	5	-5%	1%	-5%	0.6	-4%	-0.2
O=C(NCCO)c1cccc(Nc2nc(-c3ccccc3)c3cc(Cl)ccc3n2)c1	-7%	.	-2%	10%	-5%	1.5	-10%	-1.7
CCC(C)NC(=O)COc1ccc(OCc2ccccc2)cc1 (stereo not drawn)	0%	1	-14%	-2%	0%	-1.4	1%	-2.3
COc1ccc(Cl)cc1-c1nc(SCC(=O)NC2CC2)n[nH]1	13%	?	-20%	-7%	19µM*	-1.0	3%	-0.6
CC(=O)N1CCc2cc(S(=O)(=O)CCC(=O)N3CCN(c4ccccn4)CC3)ccc21	1%	0	7%	-3%	-5%	-0.5	0%	0.1
COC(=O)c1ccc2nc(-c3ccc(S(C)(=O)=O)cc3)cn2c1	12%	6	-7%	4%	-1%	0.2	1%	-2.7
COCCNC(=O)c1ccc(C(=O)NCCOC)s1	5%	.	3%	7%	-9%	2.9	-9%	-3.5
O=C(NNC(=S)NCc1ccco1)c1ccc(S(=O)(=O)N2CCOCC2)cc1	-1%	-7	-9%	3%	-14%	-0.4	-28%	0.1
CC(C)CC1Nc2ncnc(N3CCN(c4ccccc4)CC3)c2N(Cc2ccccc2)C1=O (stereo not drawn)	10%&-2%	-2&-6	-9%&-25%	-13%&-19%	-16%&-1%	-1.5&0.1	-34%&-10%	-0.7&0.9
CC1(C)CC(=O)c2sc(NS(=O)(=O)c3ccccc3)nc2C1	8%	-8	-10%	14%	-18%	2.5	-9%	1.1
C#CC1(O)CCC2C3CCc4cc(O)cc(C)c4C3CCC21C (stereo not drawn)	-1%	0	14%	8%	-3%	-5.7	-24%	-0.3
COc1cc(C(=S)N2CCCCC2)ccc1OCC(=O)N1CCCC1	4%	-5	11%	-1%	-15%	-1.9	12%	1.5
CCCCN(C)S(=O)(=O)c1cc2c(cc1Br)CCN2C(=O)C1CC1	8%	1	-13%	-5%	-3%	-1.0	6%	-1.6
COc1ccc2[nH]c(=O)c(CN(Cc3cccs3)S(=O)(=O)c3cccc4nsnc34)cc2c1	13%	.	-1%	-4%	-1%	-1.1	-11%	-3.9
O=C(O)c1cc(-c2ccc(/C=C3\NC(=O)N(c4ccccc4)C3=O)o2)ccc1Cl	10%	?	7%	-2%	?	0.1	?	-1.6

Screens: PubChem BioAssay, National Center for Advancing Translational Sciences (NCATS)
